KB-V1 MDR tox: KB-V1 MDR subline cytotoxicity; Potency, µM (titrated, usually from 46.1 µM), without a hit: top-dose activity change, negative = cytotoxicity, most hits filed as cytotoxic; KB-V1 MDR cells viability, CellTiter-Glo, 72 h; 400,000 compounds, 3.4% hits; AID 1347076; further: potency means the concentration at half of the fitted maximal effect; on the % scale 0 is the no-effect control and ±100 the full control effect; nearly all actives have a fitted effect of over 60% in size
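Cytotoxicity toward P-gp-expressing KB-V1 cells was determined as loss of CellTiter-Glo luminescence after 72 h at 37 degrees C. Compounds were tested in quantitative HTS format across a concentration range, with curves fitted to normalized data.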
DRD3 agonist: D3 dopamine receptor (human) agonism; P35462; D3R DiscoveRx beta-arrestin cells, luminescence, 90 min; max activation, %; 410,000 compounds, 0.58% hits; AID 652048; in the data active means max activation above about 30%; further: 0% is about no effect; mostly tested at two doses, the higher about 12 µM
Target sequence (P35462 whole entry, looked up): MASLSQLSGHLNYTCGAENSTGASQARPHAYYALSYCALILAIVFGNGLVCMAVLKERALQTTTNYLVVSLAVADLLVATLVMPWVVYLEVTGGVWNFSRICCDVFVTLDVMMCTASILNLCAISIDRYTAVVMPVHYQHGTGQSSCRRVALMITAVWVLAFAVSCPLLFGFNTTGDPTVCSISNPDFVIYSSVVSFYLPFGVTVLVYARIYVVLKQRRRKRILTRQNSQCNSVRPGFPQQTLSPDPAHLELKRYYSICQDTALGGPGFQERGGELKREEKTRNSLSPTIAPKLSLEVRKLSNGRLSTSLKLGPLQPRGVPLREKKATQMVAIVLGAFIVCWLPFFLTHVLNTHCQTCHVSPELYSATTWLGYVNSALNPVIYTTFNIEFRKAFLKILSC
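Agonist mode: compounds and dopamine controls were applied to plated cells for 90 min at 37 degrees C after an overnight attachment at 1500 cells/well. Luminescent read-out followed 30 - 60 minutes at room temperature with DiscoveRx detection reagent.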
GLP1R cytotox: cytotoxicity counter-screen for GLP-1 receptor inverse agonists; 410,000 compounds, 0.13% hits; Potency, µM (highest dose often 38.3 µM), for the others: top-dose activity change, negative = inhibition, actives largely listed as inhibitors; HEK293 cAMP-luciferase reporter cells, luminescence, 24 h;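 further: loss of luciferase light is scored as toxicity; potency means the concentration at half of the fitted maximal effect; on the % scale 0 is the no-effect control and ±100 the full control effect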
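To flag toxic compounds, the library was rerun on cells for 24 hr at 37 deg C and 5% CO2. Viability-linked luminescence was captured 12 min after adding luciferase detection reagent.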
MCF10A rereplic: induces DNA re-replication in MCF 10a normal breast cells. MCF 10A DNA re-replication, Hoechst nuclear intensity, 48 h. Potency, µM (titrated, usually from 46.1 µM), for the others: at the highest dose activity, positive = re-replication, hits mostly activators. 350,000 compounds, 2.9% hits; further: potency means the concentration at half of the fitted maximal effect; % of control where 0% means no effect; nearly all actives have a fitted effect of over 50% in size
SW480 rereplic: inducers of DNA re-replication in SW480 colon cancer cells | AID 624297 | Potency, µM (series often up to 46.1 µM), inactives show at the highest dose re-replication activation, actives largely listed as activators | 340,000 compounds, 1.8% hits | SW480 DNA re-replication, Hoechst DNA content imaging, 48 h; further: potency means the concentration at half of the fitted maximal effect; % of control where 0% means no effect; nearly all actives have a fitted effect of over 55% in size
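Treated cells incubate 48 hr (37 C, 5% CO2), are stained 40 min with Hoechst, and nuclear fluorescence is enumerated; a rise in nuclei with high DNA signal marks re-replication.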
HT1080-NT tox: kills 2HG-producing HT-1080-NT fibrosarcoma cells | 360,000 compounds, 1.6% hits | Potency, µM (highest dose often 46.1 µM), without a hit: at the top dose activity, negative = less viability, most hits filed as cytotoxic | HT-1080-NT fibrosarcoma viability, CellTiter-Glo ATP luminescence, 48 h;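 further: NT is the 2HG producing partner of a matched IDH1 knockdown line; potency means the concentration at half of the fitted maximal effect; 0% = DMSO-treated cells and -100% = media-only wells without cells; nearly all actives have a fitted effect of over 55% in size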
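Luminescent CellTiter-Glo readout after 48 hours of compound exposure at 37 degrees C defined viability of HT-1080-NT cells. Activity was normalized to DMSO wells and cell-free media wells; concentration-response curves were fitted and assigned curve classes.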
KB-3-1 cytotox: KB-3-1 parental cell cytotoxicity; KB-3-1 viability, CellTiter-Glo ATP luminescence, 72 h; Potency, µM (highest dose often 46.1 µM), inactives show at the highest dose activity change, negative = cytotoxic, usual class: cytotoxic; 400,000 compounds, 1.4% hits; AID 1347075; further: potency means the concentration at half of the fitted maximal effect; on the % scale 0 is the no-effect control and ±100 the full control effect; nearly all actives have a fitted effect of over 60% in size
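Viability of parental KB-3-1 cells, measured by CellTiter-Glo luminescence, followed a 72 h incubation at 37 °C with pinned compounds in phenol-red-free DMEM containing 10% FBS.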
IL-1B inflam inh: inflammasome signaling inhibition, IL-1 beta readout; 360,000 compounds, 4.7% hits; activity change, % at 57.5 µM; THP-1 LPS/ATP IL-1B secretion, AlphaLISA, 16 h; active compounds read low; in the data active means activity change below about -50%; inconclusive means mostly about -30% to -49%; further: on the % scale 0 is the no-effect control and ±100 the full control effect
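THP-1 cells pretreated 1 hr with compounds (up to 57.5 uM final), then stimulated with LPS (250 ng/mL final) plus ATP (1.25 mM final); secreted IL-1B measured by AlphaLISA after 16 hr, decreased signal indicating inhibition.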
HT1080 IDH1KD tx: toxicity to HT-1080 IDH1 knockdown cells (counter line); HT-1080 IDH1 knockdown viability, ATP luminescence, 48 h; 360,000 compounds, 2% hits; Potency, µM (doses to about 46.1 µM), inactives show top-dose activity, negative = toxicity, most hits filed as cytotoxic;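 further: potency means the concentration at half of the fitted maximal effect; 0% = DMSO wells and -100% = cell-free medium wells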
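After a 2 h attachment period, IDH1KD HT-1080 cells took pin-transferred compound for 48 h at 37 °C; ATP-based luminescence after 10 min room-temperature reagent incubation reported viability.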
The depositor's hits bear a star; [ ] = remark or other dose. Unless noted, the call rests on the fitted dose curve; in most records, active means well fitted curve in the direction sought with a large enough effect; inconclusive means small, poorly fitted or top-dose-only effect, or another doubt; inactive means no such curve, though single readings can be large; an effect the other way counts as inactive or inconclusive.

Screening CCOc1ccc(C(Nc2ccc(C)cc2)P2(=O)OCC(C)(C)CO2)cc1 (stereo unspecified) returned KB-V1 MDR tox 0%, DRD3 agonist 2, GLP1R cytotox 4%, MCF10A rereplic 3%, SW480 rereplic -4%, HT1080-NT tox -6%, KB-3-1 cytotox 3%, IL-1B inflam inh -12 and HT1080 IDH1KD tx -3%.
For NC(=O)CC(NC(=O)c1ccccc1)c1ccc(N2CCN(c3ccccc3)CC2)c([N+](=O)[O-])c1 (stereo unspecified) the results were KB-V1 MDR tox 0%, DRD3 agonist 10, GLP1R cytotox 0%, MCF10A rereplic 1%, SW480 rereplic -14%, HT1080-NT tox -7%, KB-3-1 cytotox 19%, IL-1B inflam inh -10 and HT1080 IDH1KD tx -10%.
CC(C)N1CC2(CC(c3ccccc3F)=NO2)CN1C(=O)c1ccc(C(C)(C)C)cc1 (stereo unspecified) was read as KB-V1 MDR tox 0%, DRD3 agonist -1, GLP1R cytotox -6%, HT1080-NT tox -7%, KB-3-1 cytotox -4%, IL-1B inflam inh 2 and HT1080 IDH1KD tx -9%.
Screening CC1CCCN(c2ncnc3c2cnn3-c2ccccc2)C1 (stereo unspecified) returned KB-V1 MDR tox 16%, DRD3 agonist 15, GLP1R cytotox 17%, MCF10A rereplic 12%, SW480 rereplic -10%, HT1080-NT tox -1%, KB-3-1 cytotox -4%, IL-1B inflam inh 43 and HT1080 IDH1KD tx -2%.
Screening N#Cc1c2n(c3c(=O)n(Cc4ccccc4Cl)cnc13)CCCC2 returned KB-V1 MDR tox -18%, DRD3 agonist 15, GLP1R cytotox 6%, MCF10A rereplic inconclusive, SW480 rereplic -5%, HT1080-NT tox 7%, KB-3-1 cytotox -2%, IL-1B inflam inh -12 and HT1080 IDH1KD tx 0%.
CNc1ncc(C(=O)c2ccccc2)s1 was read as KB-V1 MDR tox -6%, DRD3 agonist 1, GLP1R cytotox 11%, MCF10A rereplic -2%, SW480 rereplic -3%, HT1080-NT tox 2%, KB-3-1 cytotox 15%, IL-1B inflam inh -4 and HT1080 IDH1KD tx 4%.
COc1ccc(C2CC(c3ccccc3OC(C)=O)=NN2C(=O)/C=C/c2ccccc2)cc1OC (stereo unspecified) was read as KB-V1 MDR tox inconclusive, DRD3 agonist 2, GLP1R cytotox -2%, MCF10A rereplic 12%, SW480 rereplic -1%, HT1080-NT tox -20%, KB-3-1 cytotox inconclusive, IL-1B inflam inh -26 and HT1080 IDH1KD tx inconclusive.
`CCOC(=O)C1CCN(C(=O)C(=O)Nc2ccc3nc4n(c(=O)c3c2)CCCCC4)CC1` gave KB-V1 MDR tox -15%, DRD3 agonist -6, GLP1R cytotox 1%, MCF10A rereplic 8%, SW480 rereplic 3%, HT1080-NT tox -5%, KB-3-1 cytotox -1%, IL-1B inflam inh -4 and HT1080 IDH1KD tx 6%.
For CC1CCCC(NC(=O)COC(=O)/C=C/c2ccc([N+](=O)[O-])cc2)C1C (stereo unspecified) the results were KB-V1 MDR tox -1%, DRD3 agonist -4, GLP1R cytotox -6%, MCF10A rereplic 5%, SW480 rereplic -3%, HT1080-NT tox 4%, KB-3-1 cytotox -2%, IL-1B inflam inh 8 and HT1080 IDH1KD tx 12%.
`Cc1cc(C)n(CCc2nc(-c3ccco3)cs2)n1` gave KB-V1 MDR tox 7%, DRD3 agonist 2, GLP1R cytotox -29%, MCF10A rereplic -20%, SW480 rereplic -7%, HT1080-NT tox 27%, KB-3-1 cytotox 5%, IL-1B inflam inh 25 and HT1080 IDH1KD tx -9%.
Screening CCn1c(Cn2nnc(-c3ccccc3)n2)nnc1SCC(=O)N1CCOCC1 returned KB-V1 MDR tox -18%, DRD3 agonist 2, GLP1R cytotox 5%, MCF10A rereplic inconclusive, SW480 rereplic -11%, HT1080-NT tox -5%, KB-3-1 cytotox 12%, IL-1B inflam inh -6 and HT1080 IDH1KD tx -3%.
`O=S(=O)(c1cccc(NC(=S)Nc2ccc(Br)cc2Cl)c1)N1CCOCC1` gave KB-V1 MDR tox inconclusive, DRD3 agonist 3, GLP1R cytotox -12%, MCF10A rereplic -1%, SW480 rereplic 1%[9.22 µM], HT1080-NT tox 0%, KB-3-1 cytotox -4%, IL-1B inflam inh 27 and HT1080 IDH1KD tx -7%.
Screening COC(=O)N/N=C/c1cc(N=Nc2ccccc2Cl)ccc1O returned KB-V1 MDR tox inconclusive, DRD3 agonist -22, GLP1R cytotox -27%, MCF10A rereplic inconclusive, SW480 rereplic -8%, HT1080-NT tox -15%, KB-3-1 cytotox inconclusive, IL-1B inflam inh inconclusive and HT1080 IDH1KD tx -22%.
`COc1ccc(NC(=O)Cc2ccc(C)c(C)c2)cc1Cl` gave KB-V1 MDR tox inconclusive, DRD3 agonist 0, GLP1R cytotox -7%, MCF10A rereplic 2%, SW480 rereplic 8%, HT1080-NT tox 8%, KB-3-1 cytotox -2%, IL-1B inflam inh 4 and HT1080 IDH1KD tx 9%.
O=C(NC1CCCC1)C(c1ccccn1)N(C(=O)c1csnn1)C1CCCC1 (stereo unspecified) was read as KB-V1 MDR tox 21µM*, DRD3 agonist 0, GLP1R cytotox -8%, MCF10A rereplic 13%, SW480 rereplic -2%, HT1080-NT tox 14%, KB-3-1 cytotox 1%, IL-1B inflam inh 12 and HT1080 IDH1KD tx 6%.

Overlap with the part before: two compounds, followed by the next part.
`COc1ccc(NC(=O)Cc2ccc(C)c(C)c2)cc1Cl` gave KB-V1 MDR tox inconclusive, DRD3 agonist 0, GLP1R cytotox -7%, MCF10A rereplic 2%, SW480 rereplic 8%, HT1080-NT tox 8%, KB-3-1 cytotox -2%, IL-1B inflam inh 4 and HT1080 IDH1KD tx 9%.
O=C(NC1CCCC1)C(c1ccccn1)N(C(=O)c1csnn1)C1CCCC1 (stereo unspecified) was read as KB-V1 MDR tox 21µM*, DRD3 agonist 0, GLP1R cytotox -8%, MCF10A rereplic 13%, SW480 rereplic -2%, HT1080-NT tox 14%, KB-3-1 cytotox 1%, IL-1B inflam inh 12 and HT1080 IDH1KD tx 6%.
`O=C(Nc1ccccc1C(=O)N1CCOCC1)c1ccc([N+](=O)[O-])cc1` gave KB-V1 MDR tox -12%, DRD3 agonist -6, GLP1R cytotox 7%, MCF10A rereplic 6%, SW480 rereplic 0%, HT1080-NT tox 2%, KB-3-1 cytotox 21%, IL-1B inflam inh 15 and HT1080 IDH1KD tx -3%.
O=C(CSc1ccc(F)cc1)NC1CCCCC1 was read as KB-V1 MDR tox 18%, DRD3 agonist -6, GLP1R cytotox 1%, MCF10A rereplic -6%, SW480 rereplic 3%, HT1080-NT tox 18%, KB-3-1 cytotox -2%, IL-1B inflam inh 10 and HT1080 IDH1KD tx 8%.
`COc1cc(OC)c2c(-c3cccc(-c4ccc(C(F)(F)F)cc4)c3)cc(=O)oc2c1` gave KB-V1 MDR tox -3%, DRD3 agonist -11, GLP1R cytotox -20%, MCF10A rereplic inconclusive, SW480 rereplic -32%, HT1080-NT tox 7%, KB-3-1 cytotox 0%, IL-1B inflam inh 115 and HT1080 IDH1KD tx 3%.
Screening COc1ccc(S(=O)(=O)N2CCN(C)CC2)c(C)c1 returned KB-V1 MDR tox -3%, DRD3 agonist 3, GLP1R cytotox 0%, MCF10A rereplic -4%, SW480 rereplic inconclusive, HT1080-NT tox 7%, KB-3-1 cytotox 14%, IL-1B inflam inh -5 and HT1080 IDH1KD tx -1%.
`COc1cc(CN(C(=O)COc2ccc(C)cc2)c2ccccn2)cc(OC)c1OC` gave KB-V1 MDR tox -1%, DRD3 agonist 5, GLP1R cytotox -6% and KB-3-1 cytotox 10%.
Screening CNC(=O)c1ccccc1S(=O)(=O)c1ccccc1C#N returned KB-V1 MDR tox inconclusive, DRD3 agonist -3, GLP1R cytotox 8%, MCF10A rereplic 0%, SW480 rereplic -1%, HT1080-NT tox 11%, KB-3-1 cytotox -6%, IL-1B inflam inh 16 and HT1080 IDH1KD tx 3%.
`CCC(=O)N1Cc2cc(C(=O)NCCOC)nc(-c3cccc(-c4ccc(C#N)cc4)c3)c2[C@H]1CCO` gave KB-V1 MDR tox -24%, DRD3 agonist -5, GLP1R cytotox 0%, HT1080-NT tox -7%, KB-3-1 cytotox inconclusive, IL-1B inflam inh 0 and HT1080 IDH1KD tx -9%.
Screening CCOCCCNC(=O)C1CCN(S(=O)(=O)N2CC(C)CC(C)C2)CC1 (stereo unspecified) returned KB-V1 MDR tox inconclusive, DRD3 agonist 16, GLP1R cytotox 9%, MCF10A rereplic 6%, SW480 rereplic inconclusive, HT1080-NT tox -1%, KB-3-1 cytotox 0%, IL-1B inflam inh 5 and HT1080 IDH1KD tx 5%.
CN(C)CCCn1c(-c2ccc(Cl)cc2)csc1=Nc1ccccc1 was read as KB-V1 MDR tox inconclusive, DRD3 agonist -20, GLP1R cytotox -26% and KB-3-1 cytotox -8%.
Cc1ccc(-n2c(Cc3cccn3C)nnc2SCC(=O)N2CCN(c3ccccc3)CC2)cc1 was read as KB-V1 MDR tox inconclusive, DRD3 agonist -7, GLP1R cytotox -17%, MCF10A rereplic 0%, SW480 rereplic 2%, HT1080-NT tox -1%, KB-3-1 cytotox -24%, IL-1B inflam inh -10 and HT1080 IDH1KD tx 3%.
Screening COC1CCCN(C(=O)c2ccc(OC3CCN(S(=O)(=O)N(C)C)CC3)cc2)C1 (stereo unspecified) returned KB-V1 MDR tox inconclusive, DRD3 agonist 6, GLP1R cytotox 5%, MCF10A rereplic 10%, SW480 rereplic 5%, HT1080-NT tox 2%, KB-3-1 cytotox 2%, IL-1B inflam inh 2 and HT1080 IDH1KD tx 3%.

Compounds were not picked by outcome. About 11% of those tested had a hit in this group.
